Assay outcomes: PubChem BioAssay, several laboratories
RPL19A TOR yeast: alters RPL19A-GFP fluorescence in TOR pathway yeast screen; 330,000 compounds, 0.3% hits; S. cerevisiae RPL19A-GFP strain, flow cytometry, 3 h; hits give low values; percent response vs DMSO, % at 10 µM;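 active means percent response vs DMSO below 50%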;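 further: median channel GFP fluorescence of the barcoded RPL19A-GFP strain; ratio of sample median GFP to plate DMSO average so 100% = DMSO; lower means less RPL19A-GFP as with rapamycin TOR inhibition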
CR mimetic SO: caloric restriction mimetics inhibiting age-related superoxide in yeast | S. cerevisiae aged cells, superoxide DHE fluorescence; hits give low values | superoxide response (% of plate mean), % at 10 µM | 330,000 compounds, 0.18% hits;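 active means superoxide response under a set limit, about three screen SD below normal, cut at about 65% in these data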;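 further: yeast aged for seven days with compound at 30 °C before DHE staining; 100% = average MFI of all compound-treated wells on the plate with controls excluded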
MEP2-GFP yeast: modulators of TOR pathway MEP2-GFP in S. cerevisiae | S. cerevisiae MEP2-GFP strain, flow cytometry GFP, 3 h; 100% = DMSO control level | GFP response vs DMSO, % at 10 µM | 330,000 compounds, 0.51% hits;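 active means GFP response versus DMSO above a set limit, roughly screen mean plus 3 SD, cut at about 180% in these data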;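 further: median GFP fluorescence of the barcode-gated MEP2-GFP cells per well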
proCasp7 act: activates human procaspase-7, counter-screen for procaspase-3 activators; 330,000 compounds, 0.093% hits; AID 463210; activation, % at 8.5 µM; recombinant procaspase-7, Ac-DEVD-pNA absorbance 405 nm; D23A/D198A/D206A triple mutant, cannot self-cleave; scale: DMSO 0, 5 µM enzyme 100; P55210;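 active means percent activation above the screen-wide mean plus 3 SD, cut at about 25% in these data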
Target sequence (P55210 whole entry D23A/D198A/D206A): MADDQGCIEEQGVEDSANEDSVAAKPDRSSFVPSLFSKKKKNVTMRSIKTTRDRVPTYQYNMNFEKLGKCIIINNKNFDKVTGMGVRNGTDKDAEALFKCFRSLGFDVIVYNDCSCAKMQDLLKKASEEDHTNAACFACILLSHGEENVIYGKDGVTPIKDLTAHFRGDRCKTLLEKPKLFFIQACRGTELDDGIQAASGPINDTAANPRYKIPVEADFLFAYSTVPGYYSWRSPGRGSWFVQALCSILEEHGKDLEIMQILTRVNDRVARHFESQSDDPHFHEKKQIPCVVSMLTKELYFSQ
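Assay system: Uncleavable procaspase-7 mutant enzyme | Input: 2 µM procaspase-7 mutant as dispensed | Timing: 1 h compound preincubation, 2 h substrate cleavage, 25 °C | Repeats: One well per compound | Control set: DMSO wells as 0%, DMSO with 5 µM added PC-7 as 100% | Technique: Epi-absorbance of released pNA at 405 nm, two timepoints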
JMJD2C inh: inhibitors of human GASC-1 (JMJD2C) demethylase; Q9H3R0; GST-JMJD2C(1-420) H3K9me3 demethylation, DELFIA europium; inhibition, % at 2.35 µM; 330,000 compounds, 0.069% hits; AID 2099;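 active means more than half of a compound's replicate wells show inhibition beyond 50%, single wells judged on their own value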;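 further: signal counts dimethyl H3K9 product captured on neutravidin plate; 0% = median of DMSO wells and 100% = 0.3 times that DMSO median; strong numbers were not always called active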
Target sequence (Q9H3R0 1-420 limits assumed): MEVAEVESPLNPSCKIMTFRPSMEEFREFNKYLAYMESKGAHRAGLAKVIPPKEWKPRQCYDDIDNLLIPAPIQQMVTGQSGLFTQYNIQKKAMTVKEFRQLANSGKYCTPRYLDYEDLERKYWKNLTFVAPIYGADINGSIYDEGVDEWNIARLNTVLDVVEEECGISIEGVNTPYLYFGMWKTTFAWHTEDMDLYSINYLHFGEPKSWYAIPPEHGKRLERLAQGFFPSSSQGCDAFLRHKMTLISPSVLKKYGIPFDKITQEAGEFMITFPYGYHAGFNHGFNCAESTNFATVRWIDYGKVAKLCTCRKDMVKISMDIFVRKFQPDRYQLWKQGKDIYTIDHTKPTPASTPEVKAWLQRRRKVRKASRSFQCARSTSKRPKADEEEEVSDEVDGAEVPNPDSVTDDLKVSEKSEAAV
proCasp3 act: procaspase-3 (human) activation. P42574. 330,000 compounds, 0.11% hits. recombinant procaspase-3 D3A, Ac-DEVD-pNA absorbance 405 nm. activation, % at 8.5 µM;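 active means activation above the mean of all tested compounds plus 3 SD, cut at about 21% in these data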;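 further: 0% = DMSO alone and 100% = DMSO wells spiked with extra 5 µM PC-3 D3A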
Target sequence (P42574 whole entry D9A/D28A/D175A): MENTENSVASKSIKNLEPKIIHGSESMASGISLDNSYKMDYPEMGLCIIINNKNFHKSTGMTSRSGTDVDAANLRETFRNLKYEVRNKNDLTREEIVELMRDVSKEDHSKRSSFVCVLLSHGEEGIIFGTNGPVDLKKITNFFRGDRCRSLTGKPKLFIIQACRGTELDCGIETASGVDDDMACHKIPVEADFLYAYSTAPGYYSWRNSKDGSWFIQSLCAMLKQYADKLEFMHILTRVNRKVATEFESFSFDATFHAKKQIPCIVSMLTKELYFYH
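Test system: Procaspase-3 D3A mutant; medium: Zinc-free HEPES/NaCl buffer with 0.01% Triton X-100 at pH 7.4; reagent: DEVD-pNA substrate; doses: one concentration, 8.5 µM nominal, 0.8% DMSO; times: 1 h preincubation plus 2 h reaction at 25 °C; signal: Epi-absorbance at 405 nm of released p-nitroaniline, 0 and 120 min; replicates: singlicate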
LAP4-GFP MLPCN: yeast TOR pathway LAP4-GFP modulation; GFP response vs DMSO, % at 10 µM; 320,000 compounds, 0.34% hits; S. cerevisiae LAP4-GFP multiplex, flow cytometry GFP, 3 h; median GFP as percent of DMSO wells;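 active means GFP response vs DMSO above a set limit, about the screen mean plus 3 SD, cut at about 150% in these data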
AHR act: activators of human aryl hydrocarbon receptor; 320,000 compounds, 2.5% hits; AHR-responsive luciferase reporter cells, luminescence; activation, % at 5 µM; P35869; in the data active means activation above about 47%;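 further: 0% = vehicle wells and 100% = reference agonist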
* = called active by the depositor; & = joins results of further samples. Not a hit list, and some 3.8% of all compounds hit somewhere here.

Results for O=C(C(NS(=O)(=O)c1cccs1)c1ccccc1)N1CCN(c2ccccc2)CC1 (centres undefined) ?
RPL19A TOR yeast: 99; CR mimetic SO: 89; MEP2-GFP yeast: 98; proCasp7 act: 3; JMJD2C inh: -5; proCasp3 act: 4; LAP4-GFP MLPCN: 104; AHR act: 0

Results for COc1ccc(Nc2ccc(N3C(=O)CCC3=O)cc2[N+](=O)[O-])cn1 ?
RPL19A TOR yeast: 95; CR mimetic SO: 92; MEP2-GFP yeast: 102; proCasp7 act: 0; JMJD2C inh: 4; proCasp3 act: 8; LAP4-GFP MLPCN: 96; AHR act: -2

What do the screens show for `Cc1ccc(N=C2NC(=O)/C(=C/c3cccnc3)S2)c(C)c1`?
RPL19A TOR yeast: 98; CR mimetic SO: 97; MEP2-GFP yeast: 94; proCasp7 act: 8; JMJD2C inh: -5; proCasp3 act: -7; LAP4-GFP MLPCN: 114; AHR act: 13

What do the screens show for `COC(=O)c1ccc(C(=O)OC)c(NC(=S)N2CCCCC2C)c1` (centres undefined)?
RPL19A TOR yeast: 98; CR mimetic SO: 120; MEP2-GFP yeast: 100; proCasp7 act: -1; JMJD2C inh: -10; proCasp3 act: -4; LAP4-GFP MLPCN: 104; AHR act: -2

How did O=C(NC[C@@H]1CCCO1)c1cccc2c1C(=O)c1ccc(N3CCOCC3)cc1S2(=O)=O do in these assays?
RPL19A TOR yeast: 95; CR mimetic SO: 101; MEP2-GFP yeast: 94; proCasp7 act: -4; proCasp3 act: 1; LAP4-GFP MLPCN: 99; AHR act: 4

Results for CC(C)NC(=O)CN(C(=O)CCC(=O)Nc1ccccn1)c1ccc(F)c(Cl)c1 ?
RPL19A TOR yeast: 98; CR mimetic SO: 93; MEP2-GFP yeast: 117; proCasp7 act: -4; JMJD2C inh: -2; proCasp3 act: -2; LAP4-GFP MLPCN: 103; AHR act: 2

What do the screens show for `CC(C)CN1C(=O)c2ccc(NC(=O)c3ccco3)cc2C1=O`?
RPL19A TOR yeast: 104; CR mimetic SO: 91; MEP2-GFP yeast: 113; proCasp7 act: 5; JMJD2C inh: 4; proCasp3 act: -10; LAP4-GFP MLPCN: 106; AHR act: 3

How did CSCCC(=O)N1CCN(CC(=O)N2CCCC2)CC1 do in these assays?
RPL19A TOR yeast: 105; CR mimetic SO: 96; MEP2-GFP yeast: 106; proCasp7 act: 1; JMJD2C inh: -5; proCasp3 act: 2; LAP4-GFP MLPCN: 103; AHR act: -5

What do the screens show for `CCOc1ccc(Nc2c3ccccc3nc3ccccc23)cc1`?
RPL19A TOR yeast: 101; CR mimetic SO: 106; MEP2-GFP yeast: 101; proCasp7 act: -13; JMJD2C inh: -3; proCasp3 act: -16; LAP4-GFP MLPCN: 98; AHR act: 13

How did CCC(Oc1ccccc1)C(=O)Nc1ccc(S(=O)(=O)Nc2cnc3ccccc3n2)cc1 (centres undefined) do in these assays?
RPL19A TOR yeast: 102; CR mimetic SO: 112; MEP2-GFP yeast: 105; proCasp7 act: -2; JMJD2C inh: 1; proCasp3 act: 3; LAP4-GFP MLPCN: 101; AHR act: -2

What do the screens show for `Cc1ccc(S(=O)(=O)N2CCOC23CCN(S(=O)(=O)c2c(C)cc(C)cc2C)CC3)cc1`?
RPL19A TOR yeast: 103; CR mimetic SO: 94; MEP2-GFP yeast: 103; proCasp7 act: 5; JMJD2C inh: -16; proCasp3 act: 4; LAP4-GFP MLPCN: 103; AHR act: 4

Results for Cn1c(=O)c2c3c(sc2n2cnnc12)CCC3 ?
RPL19A TOR yeast: 97; CR mimetic SO: 108; MEP2-GFP yeast: 113; proCasp7 act: -2; JMJD2C inh: 7; proCasp3 act: 9; LAP4-GFP MLPCN: 120; AHR act: 0

Results for O=C(Cc1ccc(-c2ccccc2)cc1)NCc1ccccc1 ?
RPL19A TOR yeast: 98; CR mimetic SO: 105; MEP2-GFP yeast: 88; proCasp7 act: 3; JMJD2C inh: -7; proCasp3 act: 2; LAP4-GFP MLPCN: 91; AHR act: 4

How did COc1ccc(NC(=O)CSc2nc(O)cc(=O)n2-c2ccc(OC)cc2)cc1 do in these assays?
RPL19A TOR yeast: 99; CR mimetic SO: 104; MEP2-GFP yeast: 100; proCasp7 act: 4; JMJD2C inh: -1; proCasp3 act: 2; LAP4-GFP MLPCN: 92; AHR act: -1

What do the screens show for `COc1ccc(/C=N\NC(=O)c2nn(C)cc2Cl)cc1CN1CCOCC1`?
RPL19A TOR yeast: 102; CR mimetic SO: 102; MEP2-GFP yeast: 102; proCasp7 act: 4; JMJD2C inh: 8; proCasp3 act: -3; LAP4-GFP MLPCN: 95; AHR act: -8

Results for O=C(NCC1(N2CCOCC2)CCCCC1)c1ccc(Cl)c(S(=O)(=O)NCc2ccco2)c1 ?
RPL19A TOR yeast: 104; CR mimetic SO: 95; MEP2-GFP yeast: 128; proCasp7 act: 0; JMJD2C inh: 5&17; proCasp3 act: 4; LAP4-GFP MLPCN: 114; AHR act: 4

How did COc1ccc(NC(=O)/C(C#N)=C/c2cc(C)n(-c3ccc(N4CCOCC4)c([N+](=O)[O-])c3)c2C)cc1 do in these assays?
RPL19A TOR yeast: 104; CR mimetic SO: 100; MEP2-GFP yeast: 100; proCasp7 act: 1; JMJD2C inh: 12; proCasp3 act: 0; LAP4-GFP MLPCN: 99; AHR act: -2

How did CC(C)[C@H](CO)Nc1nc(Nc2ccc(Cl)c(C(=O)O)c2)c2ncn(C(C)C)c2n1 do in these assays?
RPL19A TOR yeast: 103; CR mimetic SO: 108; MEP2-GFP yeast: 94; proCasp7 act: -2; JMJD2C inh: 4; proCasp3 act: -8; LAP4-GFP MLPCN: 128; AHR act: 8

What do the screens show for `COc1ccc(NC(=O)c2cccc(S(=O)(=O)N3CCCCCC3)c2)cc1`?
RPL19A TOR yeast: 103; CR mimetic SO: 85; MEP2-GFP yeast: 101; proCasp7 act: -7; JMJD2C inh: -2; proCasp3 act: 3; LAP4-GFP MLPCN: 92; AHR act: 2

Results for CC1(C)CC(NC(=S)NCc2ccco2)CC(C)(C)N1 ?
RPL19A TOR yeast: 101; CR mimetic SO: 126; MEP2-GFP yeast: 102; proCasp7 act: -3; JMJD2C inh: 1; proCasp3 act: 0; LAP4-GFP MLPCN: 99; AHR act: -4

Results for COc1ccc(-n2nnnc2SCC(=O)NCc2cccs2)cc1 ?
RPL19A TOR yeast: 103; CR mimetic SO: 99; MEP2-GFP yeast: 122; proCasp7 act: 1; JMJD2C inh: -2; proCasp3 act: -9; LAP4-GFP MLPCN: 126; AHR act: 3

What do the screens show for `CC1N(C)c2cccc3cccc(c23)N1C`?
RPL19A TOR yeast: 97; CR mimetic SO: 95; MEP2-GFP yeast: 138; proCasp7 act: -16; JMJD2C inh: 0; proCasp3 act: 3; AHR act: 6

What do the screens show for `CN(C)c1nc(C#N)nc(N2CCOCC2)n1`?
RPL19A TOR yeast: 91; CR mimetic SO: 96; MEP2-GFP yeast: 93; proCasp7 act: 12; JMJD2C inh: -2; proCasp3 act: 2; LAP4-GFP MLPCN: 88; AHR act: -2

How did COc1cc(C=NNC(=O)c2ccccc2NS(=O)(=O)c2cccs2)cc(OC)c1O do in these assays?
RPL19A TOR yeast: 96; CR mimetic SO: 95; MEP2-GFP yeast: 93; proCasp7 act: -2; JMJD2C inh: -8; proCasp3 act: -9; LAP4-GFP MLPCN: 86; AHR act: 4

What do the screens show for `COc1ccc(-c2noc(N3CCC(C(=O)N4CCN(c5ccccn5)CC4)CC3)n2)cc1`?
RPL19A TOR yeast: 92; CR mimetic SO: 104; MEP2-GFP yeast: 98; proCasp7 act: -1; JMJD2C inh: -1; proCasp3 act: -16; LAP4-GFP MLPCN: 93; AHR act: 1

Results for COc1ccccc1NC(=O)C1=C(C)Nc2ncnn2C1c1cccs1 (centres undefined) ?
RPL19A TOR yeast: 99; CR mimetic SO: 81; MEP2-GFP yeast: 105; proCasp7 act: 6; JMJD2C inh: -3; proCasp3 act: 1; LAP4-GFP MLPCN: 97; AHR act: 3

Results for COc1ccc(NC(=O)c2nc[nH]c2C(=O)N2CCN(C(=O)OC(C)(C)C)CC2)cc1 ?
RPL19A TOR yeast: 108; CR mimetic SO: 112; MEP2-GFP yeast: 97; proCasp7 act: 11; JMJD2C inh: 35; proCasp3 act: -8; LAP4-GFP MLPCN: 117; AHR act: 8

What do the screens show for `CC1=CC(=O)C=C(C)C1=NOC(=O)c1cccc([N+](=O)[O-])c1`?
RPL19A TOR yeast: 105; CR mimetic SO: 108; MEP2-GFP yeast: 105; proCasp7 act: -29; JMJD2C inh: -6; proCasp3 act: -18; LAP4-GFP MLPCN: 103; AHR act: 14

How did O=C(CSCC(=O)N1CCCCC1)Nc1nc(-c2ccccc2)c(-c2ccccc2)s1 do in these assays?
RPL19A TOR yeast: 96; CR mimetic SO: 111; MEP2-GFP yeast: 96; proCasp7 act: 12; proCasp3 act: 7; LAP4-GFP MLPCN: 104; AHR act: 3

Reprinted at random: 6 compounds from above
How did COc1ccc(NC(=O)/C(C#N)=C/c2cc(C)n(-c3ccc(N4CCOCC4)c([N+](=O)[O-])c3)c2C)cc1 do in these assays?
RPL19A TOR yeast: 104; CR mimetic SO: 100; MEP2-GFP yeast: 100; proCasp7 act: 1; JMJD2C inh: 12; proCasp3 act: 0; LAP4-GFP MLPCN: 99; AHR act: -2

What do the screens show for `COC(=O)c1ccc(C(=O)OC)c(NC(=S)N2CCCCC2C)c1` (centres undefined)?
RPL19A TOR yeast: 98; CR mimetic SO: 120; MEP2-GFP yeast: 100; proCasp7 act: -1; JMJD2C inh: -10; proCasp3 act: -4; LAP4-GFP MLPCN: 104; AHR act: -2

How did CC(C)[C@H](CO)Nc1nc(Nc2ccc(Cl)c(C(=O)O)c2)c2ncn(C(C)C)c2n1 do in these assays?
RPL19A TOR yeast: 103; CR mimetic SO: 108; MEP2-GFP yeast: 94; proCasp7 act: -2; JMJD2C inh: 4; proCasp3 act: -8; LAP4-GFP MLPCN: 128; AHR act: 8

How did COc1cc(C=NNC(=O)c2ccccc2NS(=O)(=O)c2cccs2)cc(OC)c1O do in these assays?
RPL19A TOR yeast: 96; CR mimetic SO: 95; MEP2-GFP yeast: 93; proCasp7 act: -2; JMJD2C inh: -8; proCasp3 act: -9; LAP4-GFP MLPCN: 86; AHR act: 4

Results for COc1ccc(NC(=O)c2nc[nH]c2C(=O)N2CCN(C(=O)OC(C)(C)C)CC2)cc1 ?
RPL19A TOR yeast: 108; CR mimetic SO: 112; MEP2-GFP yeast: 97; proCasp7 act: 11; JMJD2C inh: 35; proCasp3 act: -8; LAP4-GFP MLPCN: 117; AHR act: 8

What do the screens show for `COc1ccc(/C=N\NC(=O)c2nn(C)cc2Cl)cc1CN1CCOCC1`?
RPL19A TOR yeast: 102; CR mimetic SO: 102; MEP2-GFP yeast: 102; proCasp7 act: 4; JMJD2C inh: 8; proCasp3 act: -3; LAP4-GFP MLPCN: 95; AHR act: -8
